AT treatment: candidate therapy for ataxia-telangiectasia | […] A-T fibroblasts, KAP-1 phosphorylation AlphaLISA; neocarzinostatin DNA damage 30 min before lysis | Potency, µM (top dose mostly 57.5 µM), for inactives: at the top dose activation, most hits filed as activators | 0.19% of 320,000 active | AID 485349; note: potency is the fitted concentration of half-maximal effect; % of control where 0% means no effect; nearly all actives have a fitted effect of over 45% in size
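ATM-like activity read as KAP-1 phosphorylation via AlphaLISA donor/acceptor antibody pairs after lysis and 6 hr at 25C. Cells were ATM-null patient fibroblasts ([…], hTERT), dosed 60 min, then exposed to the DSB inducer NCS for 30 min.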
TCR activator: activates T cell receptor signaling; primary human leukocytes, anti-CD3, IL-2 HTRF, 48 h; Potency, µM (top dose mostly 9.22 µM), for inactives: at the highest dose activation of IL-2 secretion, most hits filed as activators; 330,000 tested, under 10 active; AID 504894; note: % of control where 0% means no effect
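Compounds are tested in HTS on primary human leukocytes co-incubated with a-CD3 beads for 48 hr. IL-2 output is measured by time-resolved FRET.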
ELG1 DNA repair: ELG1-dependent DNA repair inhibition; Potency, µM (series often up to 46.1 µM), inactives show at the top dose activity change, negative = inhibition, most hits filed as inhibitors; AID 504467; HEK293T ELG1-luciferase reporter, luminescence, 16 h; DNA damage induced by 5-fluorouridine; 2.3% of 330,000 active; note: potency is the fitted concentration of half-maximal effect; % is set by controls: 0 for no effect and ±100 for the full control effect; nearly all actives have a fitted effect of over 55% in size
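Reporter activity after DNA damage by 5-fluorouridine is monitored. Compound-treated cells incubate 16 hr at 37 °C, then ONE-Glo is added for 30 min before luminescence reading.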
Chronic BCR inh: inhibitors of chronic active B-cell receptor signaling. 0.05% of 340,000 active. ABC-DLBCL IkBa-CBG/CBR reporter, luminescence ratio, 4 h. Potency, µM (titrated, usually from 46.1 µM), without a hit: top-dose ratio change, negative = lower green/red ratio, hits mostly inhibitors; active = well fitted inhibition curve with a large enough effect in the signal ratio, with a control signal flat, not every such curve was filed as active; inconclusive = small, poorly fitted or top-dose-only effect, or effect the other way, or a change in a side signal; the % refers to the signal ratio;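 note: potency is the fitted concentration of half-maximal effect; plate controls were basal doxycycline-induced cells for no effect and cells given 10 µM MG132 for full effect; MG132 reads +100%, hits lower the ratio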
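TMD8 ABC-DLBCL cells carrying doxycycline-inducible green luciferase fused to IkappaBalpha plus unfused red luciferase were exposed to compounds (up to 46 uM) for 4 hrs at 37C. Activity came from the overlap-corrected green/red luminescence ratio.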
S-ASM inh: inhibitors of human secretory acid sphingomyelinase | Potency, µM (doses to about 57.5 µM), inactives show top-dose activity change, negative = inhibition, hits mostly inhibitors | 0.006% of 340,000 active | placental ASM, HMU-PC fluorogenic substrate, 60 min | P17405; note: potency is the fitted concentration of half-maximal effect
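Fluorogenic HMU-PC substrate (9 uM final) is turned over by placental ASM in 60 min at 37 C after a 10 min compound preincubation. Reaction ended by alkaline stop (pH 10), with fluorescence read at 386/447 nm.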
PTAP TSG101 blk: blocks PTAP/TSG101 interaction to inhibit HIV-1 budding; Q99816; AID 493005; Fluorescence polarization, FITC-PTAP peptide / Tsg101 binding; Potency, µM (highest dose often 115 µM), for the others: at the highest dose activity change, negative = inhibition, actives largely listed as inhibitors; 340,000 tested, under 10 active; active = well fitted inhibition curve with a large enough effect in the main read-out, with a control signal flat, not every such curve was filed as active; inconclusive = small, poorly fitted or top-dose-only effect, or effect the other way, or a change in a side signal; inactive = no such curve, though single readings can be large or run the other way; note: potency is the fitted concentration of half-maximal effect; % of control where 0% means no effect
Target sequence (Q99816 whole entry, looked up): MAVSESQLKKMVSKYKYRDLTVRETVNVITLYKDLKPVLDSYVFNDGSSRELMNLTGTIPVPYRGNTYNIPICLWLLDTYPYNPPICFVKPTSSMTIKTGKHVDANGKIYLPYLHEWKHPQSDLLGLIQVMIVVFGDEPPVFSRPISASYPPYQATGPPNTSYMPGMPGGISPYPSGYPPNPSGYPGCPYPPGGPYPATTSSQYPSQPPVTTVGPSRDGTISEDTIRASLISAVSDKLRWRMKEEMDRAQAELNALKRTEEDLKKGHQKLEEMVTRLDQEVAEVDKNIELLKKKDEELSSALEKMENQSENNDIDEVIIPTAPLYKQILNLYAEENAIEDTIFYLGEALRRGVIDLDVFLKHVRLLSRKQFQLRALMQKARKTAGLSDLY
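Tsg101 binding domain (10 uM final) was mixed with compound and a FITC-labeled PTAP peptide (50 nM final) in HEPES pH 7.5 buffer with NaCl, Tween 20, EDTA and TCEP; fluorescence polarization was read after 20 min at r.t.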
TSHR antagonist: human thyrotropin receptor antagonism; P16473; TSHR-expressing cells, TSH-stimulated cAMP HTRF, 2 h; hits give low values; activity change, negative = inhibition, % at 11.5 µM; 0.2% of 330,000 active;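 active = activity change below a set negative limit, meaning inhibition stronger than a set level, cut at about -70% in these data; inconclusive = activity change between two set negative limits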; note: % is set by controls: 0 for no effect and ±100 for the full control effect
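TSHR-expressing cells, 200/well, pre-treated with compound, then stimulated with EC80 TSH (4nM final) for 2 hours at 37 deg C. cAMP measured by competitive HTRF: anti-cAMP cryptate antibody in lysis buffer plus cAMP-d2, read after 30 minutes at room temperature.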
Tb PFK inh: blocks T. brucei phosphofructokinase. AID 485367. T. brucei PFK, ADP-Glo luminescence. 0.17% of 330,000 active. O15648. Potency, µM (highest dose often 57.5 µM), for inactives: at the top dose activity, negative = inhibition, actives largely listed as inhibitors;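 note: potency is the fitted concentration of half-maximal effect; 0% = uninhibited 1x PFK enzyme wells and -100% = no-enzyme wells; nearly all actives have a fitted effect of over 60% in size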
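Luminescent ADP detection (ADP-Glo, two-step: ATP depletion then ADP-to-ATP conversion for luciferase) reported PFK activity after 45 min room-temperature reaction of 1.25 nM enzyme with 0.5 mM F6P and 0.1 mM ATP at pH 8.0.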
Eya2 inh: blocks the phosphatase activity of human Eya2. Potency, µM (series often up to 76.9 µM), for inactives: at the top dose activity, negative = inhibition, most hits filed as inhibitors. 0.006% of 330,000 active. O00167. recombinant Eya2, OMFP fluorescence dephosphorylation (OMFP is methylfluorescein phosphate). AID 488837; note: potency is the fitted concentration of half-maximal effect; % is set by controls: 0 for no effect and ±100 for the full control effect
Target sequence (O00167 whole entry, looked up): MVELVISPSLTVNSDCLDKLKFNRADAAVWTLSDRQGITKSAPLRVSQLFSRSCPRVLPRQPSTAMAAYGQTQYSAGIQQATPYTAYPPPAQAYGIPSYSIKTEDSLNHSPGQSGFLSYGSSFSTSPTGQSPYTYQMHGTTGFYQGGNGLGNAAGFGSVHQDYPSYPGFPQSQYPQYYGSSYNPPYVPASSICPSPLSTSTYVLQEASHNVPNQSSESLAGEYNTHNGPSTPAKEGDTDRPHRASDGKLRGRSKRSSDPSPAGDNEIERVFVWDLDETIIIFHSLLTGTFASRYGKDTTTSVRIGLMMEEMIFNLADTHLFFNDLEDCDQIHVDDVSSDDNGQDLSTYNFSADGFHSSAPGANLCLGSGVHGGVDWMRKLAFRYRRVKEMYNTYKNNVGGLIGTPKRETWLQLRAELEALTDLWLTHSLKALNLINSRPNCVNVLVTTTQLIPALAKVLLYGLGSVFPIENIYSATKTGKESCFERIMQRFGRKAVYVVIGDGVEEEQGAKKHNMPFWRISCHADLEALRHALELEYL
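Eya2 protein (added as 0.2 uM solution) was preincubated with compound for 10 min at ambient temperature in 50 mM HEPES pH 7.5, 50 mM NaCl, 5 uM MgCl2, 0.05% BSA, 1 mM DTT. OMFP (added at 50 uM) then reacted 10 min; fluorescence read at 485/525 nm.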
Mito fusion yeast: blocks mitochondrial division or promotes mitochondrial fusion; AID 485298; Potency, µM (series often up to 46.1 µM), inactives show top-dose growth rescue (activation), usual class: activators; 0.23% of 320,000 active; S. cerevisiae fusion-defective mutant growth rescue, CellTiterGlo 48 h;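 note: potency is the fitted concentration of half-maximal effect; % of control where 0% means no effect; nearly all actives have a fitted effect of over 45% in size; temperature-sensitive fusion mutants such as fzo1-1 at 37 °C on non-fermentable ethanol glycerol medium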
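Read-out: ATP-based luminescence (CellTiterGlo, 10 min ambient) reporting growth of fusion-defective ts yeast after 48 hours at 37C on glycerol/ethanol YPEG medium in the presence of compound.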
a7 integrin act: activators of alpha7 integrin expression for muscular dystrophy; Potency, µM (doses to about 38.3 µM), for inactives: at the highest dose activation, usual class: activators; 0.064% of 350,000 active; alpha7betagal myoblasts, beta-gal FDG fluorescence, 48 h; AID 624291;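 note: potency is the fitted concentration of half-maximal effect; 100% = response of the positive control SU9516; nearly all actives have a fitted effect of over 60% in size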
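Alpha7betagal+/- myoblasts (passage 13) were plated 16-24 hr, then exposed to compounds (1:260 dilution of DMSO stock) for 48 hours at 37C. After MPER lysis, β-galactosidase reporter activity was read as FDG fluorescence (ex 480/em 540) after 30 minutes.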
* marks the source's active call; other numbers are inactive results; i = inactive; u = inconclusive; x = not tested or not shown; [ ] = dose if it differs, or a comment. Unless noted, calls come from the whole dose curve; as a rule, active = well fitted curve in the direction sought with a large enough effect; inconclusive = small, poorly fitted or top-dose-only effect, or another doubt; inactive = no such curve, though single readings can be large; an effect the other way counts as inactive or inconclusive.

Second line of a record – AT treatment, TCR activator, ELG1 DNA repair, Chronic BCR inh, S-ASM inh, PTAP TSG101 blk, TSHR antagonist, Tb PFK inh, Eya2 inh, Mito fusion yeast, a7 integrin act
1: Cc1ccc(-c2c[n+]3c(n2-c2ccccc2)SCC3)cc1
  -3.5%, -3.8%, u, 2.9%, 0.5%, -0.4%, -4.9, -4.6%, 16.1%, -4.2%, 23.0%
2: CC1=[N+](C)N(c2ccccc2)C(=O)C1N=C/C=C/c1ccccc1 (configuration not stated)
  1.8%, -7.6%, 7.2%, 3.2%, 5.9%, -6.1%, 7.6, 1.9%, 3.6%, -1.5%, -52.7%[inhibitor]
3: Nc1nnc(SCC(=O)NC2CCCCC2)s1
  6.9%, -8.0%[46.1 µM], 2.4%, -6.6%, 1.2%, -7.7%, -12.8, -2.8%, 1.2%, -3.2%, -4.6%
4: Cc1cccn2cc(-c3cccc(S(=O)(=O)N4CCCCC4)c3)nc12
  10.5%, -1.0%, -7.6%, -0.5%, -1.9%, -3.0%, 5.9, u, 7.4%, 3.1%, -25.2%
5: CCOc1ccccc1N1CCN(c2nc(N)c(C#N)c(CC#N)c2C#N)CC1
  0.3%, 7.3%, -27.8%, u, -6.1%, -1.7%, 13.6, 2.7%, 2.0%, 5.7%, -5.6%
6: O=C(NNC(=O)c1ccc(O)c(Cl)c1)c1cccc(S(=O)(=O)N2CCOCC2)c1
  2.9%, 2.1%, 3.0%, u, x, -0.9%, 10.5, 0.6%, -18.7%, 0.4%, 15.6%
7: CC(=O)Nc1nc2ccccc2n1CCN1CCOCC1
  -3.6%, -1.2%[46.1 µM], 1.6%, -9.5%, 1.9%, -3.1%, -4.8, -2.1%, -3.8%, -4.3%, 13.9%
8: CCn1c(SCC(=O)NCCc2ccc(F)cc2)nnc1-c1cccs1
  6.0%, 1.6%, -10.8%, -1.4%, 6.7%, 1.2%, 7.2, 0.6%, u, 2.1%, 0.9%
9: Cc1cccc2c1NC(=O)C2=Nc1ccc(Cl)cc1
  3.4%, 6.1%, 1.0%, -0.6%, -2.2%, -4.0%, -1.6, -3.2%, -13.5%, 2.5%, u
10: Cc1cc(-c2ccc(S(=O)(=O)N3CCN(c4cccc(C(F)(F)F)c4)CC3)s2)on1
  4.3%, -3.4%, 23.4%, -4.3%, -7.4%, -1.3%, 15.1, -3.8%, 3.7%, -3.2%, -3.6%
11: Cc1cc(NS(=O)(=O)c2ccc(NC(=O)c3ccoc3C)cc2)nc(C)n1
  -17.0%, -1.6%, 4.1%, -1.6%, 10.7%, -2.3%, -3.4, -2.1%, 10.8%, -4.4%, -18.0%
12: c1cncc(C(c2nnnn2C2CCCC2)N2CCN(Cc3ccc4c(c3)OCO4)CC2)c1 (configuration not stated)
  3.3%, -10.9%, -7.1%, -0.4%, 0.2%, -2.9%, 4.1, 1.1%, -5.8%, -2.1%, 0.9%
13: Cc1c(CCC(=O)O)c(=O)oc2cc(O)ccc12
  9.4%, -4.0%, 1.0%, -2.5%, i, -4.3%, -5.1, 2.1%, -0.6%, 3.5%, -13.0%
14: Cc1cc(C)cc(OCC(=O)NNC(=O)CCN2C(=O)c3ccccc3C2=O)c1
  23.7%, -1.2%[46.1 µM], 1.6%, -0.7%, 0.8%, -4.4%, 4.3, 1.2%, 0.5%, -3.9%, 4.6%
15: C/C(=N\NC(=O)c1ccccc1)c1ccccc1F
  0.4%, -7.5%, u, u, 0.4%, -1.1%, 0.7, -0.8%, -29.8%, -1.5%, u
16: CCC1=Nc2cc(C(=O)NCC3CCCO3)ccc2Sc2ccc(Br)cc21 (configuration not stated)
  -7.6%, -0.8%, u, u, -8.7%, -3.3%, 1.4, -7.2%, -11.0%, 4.6%, -25.7%
17: C[C@H]1CN([C@@H](C)CO)C(=O)c2cccc(NC(=O)C3CC3)c2O[C@H]1CN(C)S(=O)(=O)c1cccs1
  2.8%, 1.9%, -0.2%, -3.0%, 2.2%, -1.9%, -9.9, 0.0%, -2.7%, x, 9.1%
18: COc1cccc(NS(=O)(=O)c2ccc3[nH]cc(C(=O)NCCC(C)C)c(=O)c3c2)c1
  2.9%, -0.3%, 18.4µM*, u, -5.0%, -1.6%, -19.1, -3.1%, 1.7%, -0.8%, -30.0%
19: COc1ccc2c(c1OC)C(=O)OC2Nc1nc(-c2cc3ccccc3oc2=O)cs1 (configuration not stated)
  -1.3%, 6.2%[46.1 µM], u, u, 20.2%, -5.8%, -2.7, -0.8%, -10.7%, 1.2%, 9.6%
20: N#Cc1nc(-c2cccc3ccccc23)oc1NCC1CCCO1 (configuration not stated)
  u, -2.7%, -0.6%, 12.3%, i, 1.8%, 7.9, 0.0%, 4.1%, u, -19.4%
21: C[C@@H]1O[C@@H](O[C@H]2[C@H](O)[C@@H](O)[C@H](Oc3c(-c4ccc(O)cc4)oc4cc(O)cc(O)c4c3=O)O[C@@H]2CO)[C@H](O)[C@H](O)[C@H]1O
  -1.7%, -1.4%, 23.2%, 2.8%, -7.9%, 1.3%, 14.4, -2.0%, -7.8%, x, 18.9%
22: O=C(NCC1CCCO1)C1CCN(CC2CCCCC2)CC1 (configuration not stated)
  1.3%, -5.6%, 1.5%, u, 0.8%, -1.3%, 9.2, -0.1%, 28.1%, -0.7%, 11.5%
23: COc1cc(SC)ccc1C(=O)Nc1cccc(S(=O)(=O)NC2=NCCC2)c1
  6.6%, 13.7%, -11.9%, u, 4.3%, -1.8%, 1.4, 7.1%, -1.2%, 1.3%, 7.9%
24: CC(C)(C)NC(=O)C1CC(=O)OC12CCOC(C)(C)C2 (configuration not stated)
  17.4%, -2.5%, 10.7%, -8.9%, 0.9%, 1.9%, 9.7, -6.1%, -6.3%, 2.7%, 25.2%
25: CC(OC(=O)c1cc[n+]([O-])cc1)C(=O)Nc1ccc(Cl)cn1 (configuration not stated)
  -17.8%, 0.4%, 0.0%, u, 0.6%, -5.1%, 5.1, 2.1%, -9.9%, 2.3%, -8.7%
26: O=C(CSc1nnc(CNC(=O)c2c(F)cccc2F)o1)NCc1ccc(F)cc1
  25.0%, 1.7%, u, 0.6%, -0.9%, -9.4%, 38.9, 2.7%, 6.0%, -1.2%, -44.1%
27: O=C(Cn1cnc2c(cnn2-c2ccccc2)c1=O)N1CCCc2ccccc21
  -0.7%, 3.8%, 20.6µM*, 9.4%, -4.4%, -3.6%, -5.7, -2.1%, -9.3%, -1.7%, -16.6%
28: Cc1ccccc1NC(=O)c1cccc(N2C(=O)C3C4CCC(C4)C3C2=O)c1 (configuration not stated)
  4.2%, -12.2%, -10.9%, 4.6%, 2.4%, 0.7%, -6.8, 1.5%, u, -1.6%, -7.7%
29: CC(Cc1cccnc1)NC(=O)c1ccccc1OC1CCN(S(C)(=O)=O)CC1 (configuration not stated)
  8.0%, 2.9%, u, u, 3.8%, -3.2%, -15.6, -3.9%, 3.2%, 10.7%, 7.1%
30: COCCNC(=O)CN1CCCCCC1
  -0.1%, -3.5%, -1.8%, 6.2%, -2.3%, -4.1%, 9.5, -23.0%, -1.6%, -6.8%, 24.1%
31: O=C(Nc1ccccc1C(=O)NCc1cccnc1)c1ccccc1F
  15.8%, 4.7%, -9.0%, 4.2%, 6.3%, 0.4%, 0.8, 0.0%, 8.6%, -2.1%, -13.5%
32: O=C(Cc1ccc(O)cc1)NC1CCCCCC1
  4.3%, -1.8%, u, 3.7%, 2.4%, -1.9%, 10.0, -18.5%, -7.0%, 9.5%, 12.5%
33: Cc1cc(-c2nnc(CCC(=O)N(CC3CC3)CC3CCCO3)o2)no1 (configuration not stated)
  -0.4%, 3.2%, 3.3%, 0.3%, 2.1%, 0.4%, -4.6, -0.2%, 6.4%, -3.0%, -12.6%
34: CC1(C)CC(=O)c2sc(NC(=O)CN3CCCCC3)nc2C1
  2.2%, -6.0%, 17.6%, -0.3%, 8.4%, 2.3%, 8.6, 2.7%, -7.7%, 0.8%, 1.6%
35: O=c1cc(NCCO)c2ccccc2o1
  8.2%, -7.7%, 7.2%, -0.9%, 0.3%, 0.0%, 1.4, 5.4%, -16.6%, -1.2%, 0.0%

Screening results from PubChem BioAssay.
